# HT1080-NT tox: qHTS for induction of synthetic lethality in tumor cells producing 2HG: qHTS for the HT-1080-NT fibrosarcoma cell line | HT-1080-NT fibrosarcoma viability, CellTiter-Glo ATP luminescence, 48 h | Potency, µM (highest dose often 46.1 µM), for the others: at the top dose activity, negative = less viability, most hits filed as cytotoxic | actives 1.6% (n = 360,000) | AID 686970, 2013;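 also: NT is the 2HG producing partner of a matched IDH1 knockdown line; 0% = DMSO-treated cells and -100% = media-only wells without cells; nearly all actives have a fitted effect of over 55% in size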
#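 Compounds were tested in concentration-response format on HT-1080-NT cells for 48 hours at 37 degrees C. Cell viability came from CellTiter-Glo luminescence; curves were classified by r2, response magnitude and activity.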
# KB-V1 MDR tox: qHTS assay for MDR1-selective chemotherapeutics: Primary screen using the drug-selected MDR subline cells KB-V1; KB-V1 MDR cells viability, CellTiter-Glo, 72 h; Potency, µM (highest dose often 46.1 µM), inactives show at the top dose activity change, negative = cytotoxicity, hits mostly cytotoxic; actives 3.4% (n = 400,000); also: % is scaled to controls: 0 for no effect and ±100 for the full control effect; nearly all actives have a fitted effect of over 60% in size
#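 Compound-treated KB-V1 multidrug-resistant cells, 72 h, 37 degrees C; viability by CellTiter-Glo. Fitted qHTS curves give the values.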
# ATXN viability: Viability Counterscreen for Primary qHTS for Inhibitors of ATXN expression. AID 651635, 2014. S2 cells (HEK-293 line with an ATXN2-luciferase reporter) viability, CellTiter-Fluor protease fluorescence, 24 h. Potency, µM (highest dose often 56.7 µM), usual class: cytotoxic. actives 0.49% (n = 400,000); also: nearly all actives have a fitted effect of over 40% in size
# KB-3-1 tox: qHTS assay for MDR1-selective chemotherapeutics: Primary screen using the parental adenocarcinoma cell KB-3-1; Potency, µM (doses to about 46.1 µM), for the others: at the highest dose activity change, negative = cytotoxic, hits mostly cytotoxic; actives 1.4% (n = 400,000); KB-3-1 viability, CellTiter-Glo ATP luminescence, 72 h; also: % is scaled to controls: 0 for no effect and ±100 for the full control effect; nearly all actives have a fitted effect of over 60% in size
#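 72 h, 37 °C compound treatment of KB-3-1 parental cells; CellTiter-Glo added, 10 min, luminescence read. Data corrected against DMSO-only plates and normalized before curve fitting.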
# ATXN2 expr inh: Primary qHTS for Inhibitors of ATXN expression; HEK-293 ATXN2-luciferase reporter, luminescence, 24 h; Potency, µM (highest dose often 57 µM), for the others: at the highest dose activity change, negative = inhibition, hits mostly inhibitors; actives 0.72% (n = 360,000); also: % is scaled to controls: 0 for no effect and ±100 for the full control effect; nearly all actives have a fitted effect of over 55% in size
#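 qHTS (up to 57 uM final) was run with 24 h compound exposure of reporter cells at 37 °C. Each well was multiplexed: SteadyGlo luminescence measured ATXN2-luciferase expression after a fluorogenic Gly-Phe-AFC viability readout (25 uM final).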
# MCF10A rerep: A quantitative high throughput screen for small molecules that induce DNA re-replication in MCF 10a normal breast cells; MCF 10A DNA re-replication, Hoechst nuclear intensity, 48 h; Potency, µM (titrated, usually from 46.1 µM), for inactives: at the highest dose activity, positive = re-replication, usual class: activators; actives 2.9% (n = 350,000); also: % of control where 0% means no effect; nearly all actives have a fitted effect of over 50% in size
# HT1080 IDH1KD tx: qHTS for induction of synthetic lethality in tumor cells producing 2HG: qHTS for the HT-1080-IDH1KD cell line | HT-1080 IDH1 knockdown viability, ATP luminescence, 48 h | Potency, µM (titrated, usually from 46.1 µM), for the others: at the highest dose activity, negative = toxicity, hits mostly cytotoxic | actives 2% (n = 360,000);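 also: 0% = DMSO wells and -100% = cell-free medium wells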
#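 CellTiter-Glo luminescence after 48 h compound exposure at 37 degrees C of IDH1-knockdown HT-1080 cells in 5% FBS RPMI. %Activity scaled between DMSO wells and cell-free media wells, with curves fitted and assigned curve classes.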
# SW480 rerep: A quantitative high throughput screen for small molecules that induce DNA re-replication in SW480 colon adenocarcinoma cells | Potency, µM (doses to about 46.1 µM), for the others: top-dose re-replication activation, usual class: activators | actives 1.8% (n = 340,000) | SW480 DNA re-replication, Hoechst DNA content imaging, 48 h | AID 624297, 2012; also: % of control where 0% means no effect; nearly all actives have a fitted effect of over 55% in size
#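 Cells (250 per well) received 23 nL compound or DMSO by pin tool and were kept 48 hr at 37 C, 5% CO2. Nuclei were then stained with Hoechst for 40 min and scanned for DNA content.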
# Active calls of the source: *; i = inactive; ? = inconclusive; / = not tested or not shown; [ ] = another dose, or the depositor's remark. Calls follow the shape of the dose curve; as a rule, active = well fitted curve in the direction sought with a large enough effect; inconclusive = small, poorly fitted or top-dose-only effect, or another doubt; inactive = no such curve, though single readings can be large; an effect the other way counts as inactive or inconclusive. Potency is read from the fitted curve at half-maximal effect.
no.	Molecule	HT1080 IDH1KD tx	KB-V1 MDR tox	KB-3-1 tox	ATXN2 expr inh	MCF10A rerep	ATXN viability	SW480 rerep	HT1080-NT tox
1	CN(C)c1ccc(C2CCc3ccccc3N2C(=O)c2ccccc2)cc1 (stereo unspecified)	/	?	?	/	/	/	/	/
2	O=C(CSc1nc2ccccc2c2nc(-c3ccccc3)nn12)Nc1ccc(F)cc1	/	3.9%	6.6%	/	/	/	/	/
3	CN(C)c1cc(F)c(C=O)cc1F	/	5.6%	14.3%	/	/	/	/	/
4	CC1CCCN(c2ncnc3c2nnn3C)C1 (stereo unspecified)	/	-11.5%	0.3%	/	/	/	/	/
5	CCN1CCN(C(c2ccc(F)cc2)c2c(O)cc(C)n(CCOC)c2=O)CC1 (stereo unspecified)	/	15.2%	4.4%	/	/	/	/	/
6	CCc1ccc(OCCn2c(CCNC(=O)C3CCCCC3)nc3ccccc32)cc1	/	-11.3%	12.6%	/	/	/	/	/
7	CCCCCCCN(CCCCCCC)c1ccc(/C=C/c2ccnc3ccccc23)cc1	/	?	20.6%	/	/	/	/	/
8	CCOc1ccc(-c2nnc(SCC(=O)NC3CCCCC3)nc2-c2ccc(OCC)c(OC)c2)cc1OC	/	2.8%	5.5%	/	/	/	/	/
9	Cc1c(Cl)cccc1NS(=O)(=O)c1cc2c(cc1Cl)CCC(=O)N2	/	0.0%	0.0%	/	/	/	/	/
10	Nc1[nH]c(=O)nc2c1ncn2C1OC(CO)C(O)C1O (stereo unspecified)	/	0.0%	0.0%	/	/	/	/	/
11	COc1ccc(Cn2c(CCC(=O)Nc3ccc(C)cc3C)nc3cccnc32)cc1	/	-13.7%	-2.2%	/	/	/	/	/
12	Cc1c2cnn(CC(=O)NC(C)C)c(=O)c2c(C)n1Cc1cccc(Cl)c1	/	-10.3%	-4.8%	/	/	/	/	/
13	O=C(NCc1ccc(F)cc1)C1CCN(C(=O)c2ccc(-n3ccc4ccccc43)s2)CC1	/	-27.7%	-16.2%	/	/	/	/	/
14	CCOc1ccc(NC(=O)Cc2ccc(-n3c(C)nc4cccnc43)cc2)cc1	/	-4.5%	-13.7%	/	/	/	/	/
15	CCOC(=O)N1CCC2(CC1)OC(=O)C(C)=C2C(=O)NCc1ccc(C)cc1	/	0.6%	-4.2%	/	/	/	/	/
16	Cc1ccc2nc(-c3cccc(-c4nc5ccc(C)cc5o4)n3)oc2c1	/	-21.1%	-1.3%	/	/	/	/	/
17	CCCN(Cc1cccs1)C(=O)Nc1cc(Cl)ccc1C	/	0.0%	4.2%	/	/	/	/	/
18	Cc1ccc(CNC(=O)C(=O)NCC(c2cccs2)S(=O)(=O)c2ccccc2)cc1 (stereo unspecified)	/	-9.3%	0.6%	/	/	/	/	/
19	O=C(CCC1N=C2c3ccccc3N=C(SCc3ccccc3F)N2C1=O)NC1CCCCC1 (stereo unspecified)	/	?	-24.2%	/	/	/	/	/
20	COc1ccc2c(c1)CC(NC(=O)Nc1cc(Cl)ccc1OC)CO2 (stereo unspecified)	/	1.5%	-16.7%	/	/	/	/	/
21	N#Cc1ccc[n+](CC(=O)c2ccc(F)cc2)c1	/	0.4%	11.0%	/	/	/	/	/
22	CC(=O)c1ccc(NC(=O)c2cccc(NC(=O)N3CCSc4ncccc43)c2)cc1	/	8.3%	-8.2%	/	/	/	/	/
23	CCOc1ccc(-c2cc(NC(=O)Nc3cccc(C(C)=O)c3)c(C(=O)OC)s2)cc1	/	11.8%	9.2%	/	/	/	/	/
24	Cc1c(C(=O)Nc2cccc(C#N)c2)sc2nc3n(c(=O)c12)CCCCC3	/	13.4%	-0.2%	/	/	/	/	/
25	COCCCN1C(=O)C(CC(=O)NCc2cccc3ccccc23)CC(C(=O)N2CCCCCC2)=C1C (stereo unspecified)	-8.1%	10.5µM*	/	/	/	/	/	-2.4%

# Next results.
no.	Molecule	HT1080 IDH1KD tx	KB-V1 MDR tox	KB-3-1 tox	ATXN2 expr inh	MCF10A rerep	ATXN viability	SW480 rerep	HT1080-NT tox
26	O=C1NC[C@H](Cc2ccccc2)N(CCc2cc(C(F)(F)F)cc(C(F)(F)F)c2)C1=O	-22.5%	0.0%	/	/	/	/	/	-16.6%
27	N#Cc1cccc(C=C(C(=O)c2ccccc2)c2ccccc2)c1	?	0.0%	/	/	/	/	/	26.4µM*
28	O=C(C[n+]1cccc(/C=N/O)c1)NC(=O)Nc1ccccc1	4.0%	11.5%	/	/	/	/	/	6.9%
29	COCCCN1C(=O)C(CC(=O)NCc2cccs2)CC(C(=O)N2CCCCCC2)=C1C (stereo unspecified)	1.0%	-3.0%	/	/	/	/	/	12.7%
30	COc1ccc(CCNC(=O)c2ccc(CSc3ccc(Cl)cc3)o2)cc1OC	?	0.0%	/	/	/	/	/	?
31	O=C(Nc1ccc2ccccc2c1)OC1CCS(=O)(=O)C1 (stereo unspecified)	-2.3%	0.0%	/	/	/	/	/	9.7%
32	O=C1NC[C@@H]2CCCN2C1=O	-0.2%	-12.7%	/	/	/	/	/	-1.3%
33	COC(=O)c1ccccc1C(=O)c1c(C)cc(C)cc1C	-13.4%	-4.6%	/	/	/	/	/	0.5%
34	CC1=C(C(=O)N(C(C)C)C(C)C)CC(CC(=O)NCC2CCCCC2)C(=O)N1Cc1ccc(C(C)(C)C)cc1 (stereo unspecified)	23.5µM*	0.0%	/	/	/	/	/	?
35	COc1ccc2c(c1OC)C(=O)OC2[C@H]1c2c(cc3c(c2OC)OCO3)CCN1C (stereo partly specified)	/	/	/	?	14.3%	/	6.5%	/
36	O=P(O)(O)C(O)(Cn1ccnc1)P(=O)(O)O	/	/	/	11.3%[25.6 µM]	0.7%	/	0.0%	/
37	CCCCCN(C)CCC(O)(P(=O)(O)O)P(=O)(O)O	/	/	/	-7.8%	0.5%	/	-0.6%	/
38	O=C1C(c2[nH]c3ccc(S(=O)(=O)O)cc3c2O)=Nc2ccc(S(=O)(=O)O)cc21	/	?	?	/	/	i	/	/
39	COc1cccc(-c2ccc3c(N)c(C(=O)NCc4ccc(Cl)cc4)sc3n2)c1	/	-5.7%	1.3%	0.0%	/	/	/	/
40	CCCc1ccc(C2Sc3ccccc3NC3=C2C(=O)c2ccccc23)cc1 (stereo unspecified)	/	-21.5%	?	?	/	/	/	/
41	CCOC(=O)c1cc2c(=O)n3ccccc3nc2n(Cc2ccco2)c1=NC(=O)c1ccccc1Br	/	-1.3%	12.6%	3.3%	/	/	/	/
42	O=c1oc2c(CN3CCOCC3)c(O)ccc2cc1-c1ccccc1	/	?	1.2%	7.1%	/	/	/	/
43	COc1cc(C(=O)NCCc2csc(-c3ccc(Cl)cc3)n2)cc(OC)c1OC	/	?	-2.7%	20µM*	/	/	/	/
44	c1ccc(C(c2cccs2)c2c[nH]c3ccccc23)cc1 (stereo unspecified)	/	-19.9%	?	?	/	/	/	/
45	COc1cccc(NC(=O)c2sc3nc(C)c(C(=O)Nc4ccc(C)cc4C)c(-c4ccc(Br)cc4)c3c2N)c1	/	0.0%	12.4%	-2.4%	/	/	/	/
46	COc1ccc(C2=CC(c3ccccc3Cl)n3nc(-c4ccc(C)cc4)nc3N2)cc1 (stereo unspecified)	/	-11.1%	-23.4%	-1.6%	/	/	/	/
47	O=C(/C=C/c1cn(CC(O)CN2CCCCCC2)c2ccccc12)c1ccccc1 (stereo unspecified)	/	0.0%	?	?	/	/	/	/
48	CC(C)CN(CC(C)C)CC(O)Cn1cc(/C=C/C(=O)c2ccccc2)c2ccccc21 (stereo unspecified)	/	-26.0%	-5.4%	0.0%	/	/	/	/
49	Cc1cc(=O)oc2c3c(ccc12)OCN(Cc1ccc(Cl)cc1)C3	/	2.4%	1.0%	3.0%	/	/	/	/
50	O=C1c2[nH]nc(-c3ccc(Br)cc3)c2C(c2cccc(O)c2)N1c1ccc(Cl)cc1 (stereo unspecified)	/	?	-12.4%	?	/	/	/	/

# Other records follow:
no.	Molecule	HT1080 IDH1KD tx	KB-V1 MDR tox	KB-3-1 tox	ATXN2 expr inh	MCF10A rerep	ATXN viability	SW480 rerep	HT1080-NT tox
51	CCOc1cccc(C2c3c(-c4cc(C)ccc4O)n[nH]c3C(=O)N2Cc2ccco2)c1 (stereo unspecified)	/	?	?	?	/	/	/	/
52	Cc1ccc(C)c(OCCn2c(C3CC(=O)N(Cc4ccc(F)cc4)C3)nc3ccccc32)c1 (stereo unspecified)	/	?	4.1%	?	/	/	/	/
53	Cc1cccc(NC(=O)CSc2nc3ccccc3c3nc(CCn4cncc4C)nn23)c1	/	-3.1%	-17.0%	?	/	/	/	/
54	CC(=O)N1CCc2c(sc3nc(SCC(C)C)n(-c4ccc(C)c(Cl)c4)c(=O)c23)C1	/	7.5%	4.0%	?	/	/	/	/
55	COc1ccc(OC)c(Nc2cc(C(=O)NCc3ccccc3)c3ccccc3n2)c1	/	-25.8%	-18.6%	-3.7%	/	/	/	/
56	Cc1cccc(NC(=O)c2ccc(N(Cc3ccccc3)S(C)(=O)=O)cc2)c1	/	?	13.2%	?	/	/	/	/
57	O=C(Cn1c(SCCOc2ccc(Cl)cc2)nc2ccccc21)N1CCCCC1	/	-9.7%	-5.0%	-38.9%	/	/	/	/
58	Cc1ccc(-c2nc3sc(CCNC(=O)c4ccc(Br)o4)c(C)n3n2)cc1	/	2.9%	1.0%	?	/	/	/	/
59	O=C(Nc1nc2n(n1)C(c1ccccc1)C=C(c1ccccc1)N2)c1ccccc1 (stereo unspecified)	/	-21.1%	-16.3%	-22.4%	/	/	/	/
60	COc1ccc(C2C=C(c3ccccc3)Nc3nc(NS(=O)(=O)c4ccc(C)cc4)nn32)cc1 (stereo unspecified)	/	13.7%	0.9%	7.3%	/	/	/	/
61	CCOc1ccc(CCNC(=O)C2CCCN(c3nnc(C)c4c(C)n(-c5ccccc5)nc34)C2)cc1 (stereo unspecified)	/	-2.1%	-5.0%	?	/	/	/	/
62	COc1cccc(/C=C/c2nc(C#N)c(N(C)Cc3ccccc3)o2)c1	/	-0.3%	8.4%	-2.1%	/	/	/	/
63	CS(=O)(=O)N(Cc1ccccc1)c1ccc(C(=O)Nc2cccc(Cl)c2)cc1	/	-3.6%	2.3%	0.0%	/	/	/	/
64	Nc1nc2[nH]cc(CCc3ccc(C(=O)N[C@@H](CCC(=O)O)C(=O)O)cc3)c2c(=O)[nH]1	/	-0.6%	-14.5%	-14.5%	/	/	/	/

# Compound activity (PubChem)

# The list is partial; count on the stated rates, not on these rows.
